# STK33 inh: inhibitors of purified STK33 kinase, primary screen, biochemical, ADP-Glo luminescence, homogeneous, cell-free | Serine/threonine-protein kinase 33 (Homo sapiens), Q9BYT3 | MBP phosphorylation | AID 2661, 2010 | inhibition, % at 10 µM | actives 0.073% (n = 320,000);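 active = inhibition at or above 25%, using the most active replicate where run in duplicate; inactive = inhibition below 25%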
# Target sequence (Q9BYT3 whole entry, looked up): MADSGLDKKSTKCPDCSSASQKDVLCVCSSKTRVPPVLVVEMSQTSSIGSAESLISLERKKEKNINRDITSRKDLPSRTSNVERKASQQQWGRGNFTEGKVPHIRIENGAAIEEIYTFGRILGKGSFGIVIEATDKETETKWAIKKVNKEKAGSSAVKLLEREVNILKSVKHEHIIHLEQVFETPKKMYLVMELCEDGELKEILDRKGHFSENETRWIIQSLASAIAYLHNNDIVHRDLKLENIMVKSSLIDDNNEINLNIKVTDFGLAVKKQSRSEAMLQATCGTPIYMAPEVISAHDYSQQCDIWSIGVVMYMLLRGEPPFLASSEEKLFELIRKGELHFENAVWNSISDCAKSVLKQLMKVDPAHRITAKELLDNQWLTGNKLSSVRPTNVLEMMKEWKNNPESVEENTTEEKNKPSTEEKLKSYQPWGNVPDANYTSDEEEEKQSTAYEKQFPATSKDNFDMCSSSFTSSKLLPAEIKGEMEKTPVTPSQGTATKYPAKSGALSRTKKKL
# CHT block: inhibitors of human choline transporter CHT; High affinity choline transporter 1 (Homo sapiens), Q9GZV3; CHT-expressing cells, membrane potential dye, choline response; hits give low values; B-score at 10 µM; actives 0.86% (n = 310,000);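 active = B-score over 3 SD under the library average, and starting fluorescence ratio not unusually high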;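 also: choline stimulus applied at its EC90 after an EC20 pre-addition; B-score computed on integrated fluorescence ratio after choline addition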
# Target sequence (Q9GZV3 whole entry, looked up): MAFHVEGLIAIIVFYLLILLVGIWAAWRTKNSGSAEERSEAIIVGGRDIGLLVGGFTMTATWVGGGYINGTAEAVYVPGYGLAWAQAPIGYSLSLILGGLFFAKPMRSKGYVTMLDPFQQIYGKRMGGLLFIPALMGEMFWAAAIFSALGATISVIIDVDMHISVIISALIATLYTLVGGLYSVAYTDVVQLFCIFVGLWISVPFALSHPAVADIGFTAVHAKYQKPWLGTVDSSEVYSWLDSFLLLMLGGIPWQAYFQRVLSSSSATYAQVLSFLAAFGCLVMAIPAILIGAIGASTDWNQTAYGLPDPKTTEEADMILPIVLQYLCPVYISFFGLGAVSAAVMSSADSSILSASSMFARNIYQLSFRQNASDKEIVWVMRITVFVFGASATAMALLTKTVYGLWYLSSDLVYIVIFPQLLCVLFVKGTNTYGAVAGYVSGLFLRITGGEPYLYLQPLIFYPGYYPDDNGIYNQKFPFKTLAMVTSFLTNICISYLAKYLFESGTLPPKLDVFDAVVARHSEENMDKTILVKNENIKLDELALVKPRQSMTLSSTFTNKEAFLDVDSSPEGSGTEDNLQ
# CHT allo act: CHT positive allosteric modulators, primary screen, cell-based, membrane potential dye, choline EC20; High affinity choline transporter 1 (Homo sapiens), Q9GZV3; CHT-expressing cells; hits give high values; LV-AA mutant CHT in HEK293 cells; B-score at 10 µM; actives 0.49% (n = 310,000); AID 488977, 2010;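 active = initial fluorescence not abnormally high and integrated response B-score, plate-corrected, over 3 SD above library mean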
# * hit, by the source's call; i = inactive; x = no result given.
SMILES,STK33 inh,CHT block,CHT allo act
C/C(N)=C(/C#N)C(=O)COC(=O)C1CCC(C(C)(C)C)CC1 (stereo not drawn),1.6,i,i
O=C(NCCCN1CCOCC1)c1ccccc1N1C(=O)[C@@H]2Cc3c([nH]c4ccccc34)C(c3cccc(Cl)c3)N2C1=O (stereo partly drawn),0.6,i,i
Cc1n[nH]c(C)c1S(=O)(=O)N1CCCC(C(=O)Nc2ccc(Br)cc2)C1 (stereo not drawn),0.2,i,i
O=C(c1ccccc1Cc1ccccc1)N1CCN(S(=O)(=O)c2ccccc2Br)CC1,0.0,i,i
CSc1nnc(NC(=O)c2ccc(C)c(S(=O)(=O)N3CCOCC3)c2)s1,1.0,i,i
Cn1cc(C(=O)C(=O)N2CCOCC2)c2ccccc21,-0.5,i,i
O=C(Nc1nnc(CC(c2ccccc2)c2ccccc2)s1)c1ccco1,-0.3,i,i
CC1=NN(C(N)=S)C(=O)C1N=Nc1cccc2ccccc12 (stereo not drawn),-0.4,i,i
O=C(CN1CCCCCCC1)Nc1cccc(Cl)c1Cl,-0.6,i,i
COc1cc2nc(NC(=O)c3ccc(Cl)cc3)sc(=O)c2cc1OC,0.7,i,i
COc1ccc(C(C#N)N2N=C(c3ccccc3)CC2c2ccccc2)cc1OC (stereo not drawn),-1.8,i,i
Cc1[nH]c(=O)[nH]c(=O)c1S(=O)(=O)NCCc1ccc(S(N)(=O)=O)cc1,-1.8,i,i
CCCC(C1=C(O)CC(C)(C)CC1=O)C1C(=O)CC(C)(C)CC1=O (stereo not drawn),-2.8,i,i
COc1cc(OC)c(/C=N/NC(=O)c2ccncc2)c(OC)c1,0.0,i,i
CCSc1nnc(NC(=O)c2cccc(S(=O)(=O)N(C)c3ccccc3)c2)s1,-0.2,i,i
CCCn1nnnc1NC(=O)c1ccc2ccccc2c1,-0.9,i,i
COC(=O)c1ccc2c(c1)N(C)C(=O)CS2,2.1,i,i
COc1ccc(NC(=O)C2CCC(N3C(=O)C4C5C=CC(C5)C4C3=O)CC2)cc1 (stereo not drawn),-1.5,i,i
CC1(C)CC(O)C(C)(C)N1O (stereo not drawn),-1.0,i,i
CCc1c(C)nc(SCc2ccccn2)[nH]c1=O,-1.6,i,i
CCOc1ccc2[nH]c(=O)c(CN(Cc3cccs3)Cc3nnnn3C(C)(C)CC)cc2c1,0.5,i,i
O=C(Nc1ccc(Nc2ccccc2)cc1)c1c(F)c(F)c(F)c(F)c1F,0.1,i,i
CC(=O)NNC(=O)c1csc(Cc2c(Cl)sc3ccc(Cl)cc23)n1,-1.0,i,i
O=C(COc1ccc(C(=O)NCC2CCCO2)cc1)Nc1cccc(C(F)(F)F)c1 (stereo not drawn),1.6,i,i

# Brought forward from above: seven compounds, then new ones.
SMILES,STK33 inh,CHT block,CHT allo act
COc1ccc(NC(=O)C2CCC(N3C(=O)C4C5C=CC(C5)C4C3=O)CC2)cc1 (stereo not drawn),-1.5,i,i
CC1(C)CC(O)C(C)(C)N1O (stereo not drawn),-1.0,i,i
CCc1c(C)nc(SCc2ccccn2)[nH]c1=O,-1.6,i,i
CCOc1ccc2[nH]c(=O)c(CN(Cc3cccs3)Cc3nnnn3C(C)(C)CC)cc2c1,0.5,i,i
O=C(Nc1ccc(Nc2ccccc2)cc1)c1c(F)c(F)c(F)c(F)c1F,0.1,i,i
CC(=O)NNC(=O)c1csc(Cc2c(Cl)sc3ccc(Cl)cc23)n1,-1.0,i,i
O=C(COc1ccc(C(=O)NCC2CCCO2)cc1)Nc1cccc(C(F)(F)F)c1 (stereo not drawn),1.6,i,i
O=C(NC1CC1)c1ccc(CN(c2ccccc2)S(=O)(=O)c2ccccc2)cc1,-1.6,i,i
COc1ccc(CN2CC(C(=O)NCc3ccccn3)CC2=O)cc1 (stereo not drawn),-0.2,i,i
CCOC(=O)c1ccc(NC(=O)CC2C(=O)N(c3ccc(F)cc3)C(=O)N2CCCOC)cc1 (stereo not drawn),-0.6,i,i
Cc1noc2ncnc(Sc3c(Cl)cccc3Cl)c12,0.1,i,i
CC(C)Oc1cccc(C(=O)NC(=S)Nc2ccc3c4c(cccc24)CC3)c1,-0.8,i,i
CN(C)C(=S)Nc1ccc([N+](=O)[O-])cc1,-2.5,i,i
Cc1cccc(C(=O)NN2S(=O)(=O)c3ccccc3S2(=O)=O)c1,0.2,i,i
CC(C)c1nnc(SCC(=O)Nc2ccc3c(c2)OCO3)n1C,0.0,i,i
O=C(Cn1cnc2ccccc2c1=O)c1ccc2ccccc2c1,-0.8,i,i
Cc1nc(-c2noc(-c3cccc(Cl)c3)n2)c(C(F)(F)F)o1,1.0,i,i
Cc1ccc(-c2nn(C)c(=O)c3ccccc23)cc1CNC(=O)c1ccccc1,-3.8,i,i
Cc1ccc(S(=O)(=O)N(C)C)cc1NC(=O)COC(=O)Cc1ccsc1,0.7,i,i

# Three entries from above in a different format.
> CN(C)C(=S)Nc1ccc([N+](=O)[O-])cc1
  STK33 inh: -2.5	CHT block: i	CHT allo act: i
> Cc1cccc(C(=O)NN2S(=O)(=O)c3ccccc3S2(=O)=O)c1
  STK33 inh: 0.2	CHT block: i	CHT allo act: i
> CC(C)c1nnc(SCC(=O)Nc2ccc3c(c2)OCO3)n1C
  STK33 inh: 0.0	CHT block: i	CHT allo act: i

# Next part
SMILES,STK33 inh,CHT block,CHT allo act
Cc1ccc(C(=O)N2CCN(c3nc4ccccc4n3C)CC2)cc1,-1.6,i,i
Cc1ccc(S(=O)(=O)N2CCCCC2)cc1NC(=O)CNCc1ccco1,-0.6,i,i
CC(C)NC(=O)CN1C(=O)CSc2ccc(S(=O)(=O)N3CCCC3)cc21,-2.1,i,i
Cc1ccc(/C(O)=C2/C(=O)C(=O)N(CC(=O)O)C2c2ccc([N+](=O)[O-])cc2)cc1 (stereo not drawn),-1.3,i,i
O=C(NC1CCSC1=O)C1CC(=O)N(c2ccc(F)cc2)C1 (stereo not drawn),0.4,i,i
CCOc1ccc(C(=O)CCC(=O)N(CC)CC(=O)NCc2cccs2)cc1,-0.3,i,i
O=C(CCn1c(=O)[nH]c2ccsc2c1=O)N1CCN(c2cccc(Cl)c2)CC1,-0.1,i,i
O=C(Nc1ncc(Br)s1)C1CCCN1S(=O)(=O)c1cccc2cccnc12 (stereo not drawn),2.5,i,i
COc1ccc(C(=O)OCC(=O)c2c(N)n(C)c(=O)n(C)c2=O)cc1OC,-0.3,i,i
CCC(=O)Nc1ccc(C(=O)N/N=C/c2cc(Br)c(OC)cc2OC)cc1,-0.3,i,i
CCn1c(SCC(=O)N2CCc3ccccc3C2)nc2sc(C)c(C)c2c1=O,-1.5,i,i
O=C(CN1CCc2ccccc2C1)NCc1ccco1,0.0,i,i
O=C1c2ccccc2CCCC12N=NCC2c1cccc2ccccc12 (stereo not drawn),-0.3,i,i
COc1ccc(CCNC(=O)CSC(=O)c2ccccc2)cc1OC,-1.7,i,i
COc1cccc(-c2csc(N3CCN(C(=O)C4CCCCC4)CC3)n2)c1,x,i,i
COc1ccc(CCNC(=O)CNC(=O)c2ccc3c(c2)OCO3)cc1OC,-0.2,i,i
O=C(COC(=O)c1ccccn1)NCCCc1ccccc1,-0.9,i,i
CCN(c1cccc(C)c1)S(=O)(=O)c1c(C)[nH]c(C)c1C(=O)N1CCCCC1,2.0,i,i
COc1cccc(NC(=O)Nc2ccccc2C(N)=O)c1,0.3,i,i
O=C1c2cccnc2C(=O)N1Cc1ccc(S(=O)(=O)N2CCOc3ccccc32)cc1,-1.9,i,i
COC(=O)c1ccc(CSc2nnc(NC(C)C)s2)o1,-0.6,i,i
Cc1ccc(S(=O)(=O)N2CCC(C(=O)OCC(=O)NCCc3ccccc3)CC2)cc1C,-1.6,i,i
O=C(c1cccc(S(=O)(=O)N2CCOCC2)c1)N(Cc1ccc(F)cc1)Cc1ccco1,-0.9,i,i
CCOP(=O)(CC(C(C)=O)C(O)c1ccccc1)OCC (stereo not drawn),0.5,i,i
COc1ccc(OC)c(S(=O)(=O)Nc2ccc3c(c2)N(C(C)=O)CCC3)c1,1.7,i,i
COc1ccc(C)cc1S(=O)(=O)N1CCN(S(=O)(=O)c2cc(C)ccc2OC)CC1,-0.5,i,i
COc1ccc(-c2[nH]ncc2CN2CCN(C(=O)c3ccco3)CC2)cc1F,-1.0,i,i
O=S(=O)(Nc1ccc(-c2ccc3nncn3n2)cc1)c1ccccc1Cl,-0.5,i,i
CCC1CCCCN1C(=O)CSc1nnc(-c2ccc3c(c2)OCCO3)o1 (stereo not drawn),0.7,i,i
NC(=O)COC(=O)c1cc(-c2ccco2)nc2ccccc12,1.5,i,i
COc1ccccc1NC(=O)CCc1c(C)nc2c(-c3ccc(F)cc3)c(C)nn2c1C,1.4,i,i
N#Cc1cc([N+](=O)[O-])ccc1NC(=O)COC(=O)CCC1CCCCC1,0.3,i,i
CN(C)CCCN(C(=O)c1ccc(S(=O)(=O)N2CCCCCC2)cc1)c1nc2ccc(F)cc2s1,0.7,i,i
CCN(C(=O)COC(=O)/C=C/c1c(C)nn(-c2ccccc2)c1C)C1CCS(=O)(=O)C1 (stereo not drawn),0.6,i,i
Cc1nnc(NC(=O)CSc2nnc(CC(=O)Nc3ccccc3F)n2C)s1,-1.7,i,i
CCN(CC)S(=O)(=O)c1cc([N+](=O)[O-])ccc1NNC(=O)Nc1ccccc1,-0.6,i,i
CC(=O)c1ccc(NC(=O)CCCCCn2nnc3ccccc3c2=O)cc1,-0.6,i,i
S=c1[nH]nc(-c2ccco2)n1/N=C/C=C/c1ccco1,-1.9,i,i
Cc1nn(C(C)C(=O)N2CCCCC2)c(=O)c2c1sc1ccccc12 (stereo not drawn),-1.2,i,i
CCC(=O)c1ccc(OCC(=O)OCC(=O)NC2CCCC2)cc1,-0.6,i,i
COC(=O)c1ccccc1NC(=O)c1cc(-c2ccc(C)cc2)on1,-1.2,i,i
CCOC(=O)c1c(N)sc(C(=O)N2CCCC2)c1C,0.4,i,i
Cc1nc(N2CCCCCC2)c2ccccc2n1,1.3,i,i
O=C(Nc1cc(Cl)ccc1Cl)C1CC(=O)N(c2ccccc2)C1 (stereo not drawn),-1.1,i,i
S=C(NCc1ccccc1)N1CCN(C2CCCCC2)CC1,-0.8,i,i
COCCCNC(=O)/C(=C\c1cccn1C)NC(=O)c1cccs1,x,i,i
O=C(c1ccc(Cl)c(F)c1F)N1CCOCC1,-1.3,i,i
CCCn1c(SCC(=O)NC)nc2sc3c(c2c1=O)CCC3,-1.5,i,i
Nc1c(C(=O)O)nnn1Cc1ccccc1,0.0,i,i
Cc1ccc(N/C=C2\CCCCC2=O)nc1,-1.3,i,i
C[C@@H](CN1C2=NC[C@H](Cc3ccccc3)N2C[C@H]1Cc1ccc(O)cc1)NC(=O)CCC1CCCCC1,-1.0,i,i
c1ccc(C2=NC(c3ccccc3)N=C(c3ccccc3)N2)cc1,-2.2,i,i
CCOC(=O)c1c(/N=C/N(C)C)sc2c1CCC2,-1.9,i,i
O=C(CO/N=C/c1ccccc1O)N1CCc2ccccc21,-1.0,i,i
C/C(=N\NC(=S)NCCc1ccccc1)c1cccc(Br)c1,0.1,i,i
Cc1ccc(OCC(=O)Nc2ccc(F)cc2)cc1,-0.3,i,i
N#CC1(C#N)CC(C=O)=C(N)C1(C#N)CC(=O)c1ccc(F)cc1 (stereo not drawn),0.7,i,i
CCN(CC)C(=O)C1CCN(S(=O)(=O)c2ccc3c(c2)CCCN3C(=O)C2CCC2)CC1,-1.8,i,i
COc1ccc(/C(N)=N/OC(=O)Oc2ccccc2)cc1,-1.4,i,i
CCOc1ccccc1Nc1nc(N)nc(CSc2nncn2C)n1,-0.6,i,i
# Later entries
SMILES,STK33 inh,CHT block,CHT allo act
CC1CC(C)CN(S(=O)(=O)c2ccc(C(=O)Nc3nnc(-c4cccs4)o3)cc2)C1 (stereo not drawn),0.4,i,i
COc1ccccc1-c1cn[nH]c1-c1ccc(OCc2ccc(F)cc2)cc1O,-0.8,i,i
CC(Oc1ccc(Br)cc1)C(=O)N1CCC(C(N)=O)CC1 (stereo not drawn),-0.8,i,i
CCn1c(CC(=O)Nc2ccc(C)c(Cl)c2)nnc1SCC(=O)Nc1nc(C)cs1,-0.3,i,i
N#CNC(=Nc1ccc(Cl)cc1)Oc1ccccc1,-0.4,i,i
Cc1ccccc1OCCC(=O)OCC(=O)NCCNC(=O)COC(=O)CCOc1ccccc1C,1.6,i,i
O=C(C(=O)N1CCOCC1)c1cn(CC(=O)N2CCCCC2)c2ccccc12,-2.6,i,i
CCOC(=O)C(NC(C)=O)C(O)c1ccc([N+](=O)[O-])cc1 (stereo not drawn),-1.7,i,i
c1ccc(OCCCCn2cnc3ccccc32)cc1,1.3,i,i
CCc1ccccc1NC(=O)CNC(=O)c1ccccc1OCc1c(C)noc1C,x,i,i
O=C(/C=C/c1ccccc1Cl)NC1CCS(=O)(=O)C1 (stereo not drawn),-0.5,i,i
Cc1cccc(Nc2nc(-c3ccc(O)c(O)c3)cs2)n1,-1.5,i,i
CCOC(=O)COn1c(-n2nc(C)cc2C)nc2ccccc2c1=O,0.2,i,i
CN1CCN(C(=O)C2CCN(S(=O)(=O)c3ccc4c(c3)oc(=O)n4C)CC2)CC1,-1.0,i,i
O=C(NCC(c1ccco1)N1CCc2ccccc2C1)c1cccc(F)c1 (stereo not drawn),-3.7,i,i
CC1CCCCC1NC(=O)C1CCN(S(=O)(=O)N2CCCCCC2)CC1 (stereo not drawn),-0.3,i,i
O=C(Oc1ccc(N2C(=O)CCC2=O)cc1)c1ccccc1Cl,0.4,i,i
Cc1cccc(OCc2nnc(SCC(=O)NCCc3ccccc3)o2)c1,-1.2,i,i

# Screening data from PubChem BioAssay.
